ERAP1 inh: inhibitors of human ERAP1 aminopeptidase; recombinant ERAP1, Leu-AMC fluorescence, 60 min; inhibition, % at 10.7 µM; 0.15% of 340,000 active;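 active = mean replicate inhibition of at least 30%, or all replicates individually reaching that 30% level; inactive = mean below 30% and not every replicate reaching it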;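 also: 0% = neutral control wells and 100% = L-leucinethiol positive control wells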
ARNT-TACC3 inh: ARNT/TACC3 interaction disruption. Q9Y6A5. inhibition, % at 9.99 µM. 0.66% of 390,000 active. AlphaScreen His-ARNT PAS-B/GST-TACC3 binding, luminescence; TACC3 fragment carries E629A point mutation;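 active = mean inhibition of replicates at least 50% and at least half of replicates each reaching 50%; inconclusive = half or more replicates reach 50% but mean below 50%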;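 also: 0% = complete ARNT plus TACC3 wells and 100% = ARNT alone without TACC3; many hits fall short of the cut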
Xi reactivation: X-chromosome reactivation activator; XiGFP mouse fibroblasts, % GFP-positive cells imaging, 3 d; cells co-treated with 5-aza-dC sensitizer; scaled so ellipticine positive control = 100%; activation, % at 7.58 µM; 0.055% of 360,000 active;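 active = mean normalized replicate activation at least 10% and every replicate at or above 10%; inconclusive = only one of the two criteria met; inactive = mean below 10% and not all replicates reach 10%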;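 also: 0% = median of on-plate neutral control wells and 100% = ellipticine 6 µM median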
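Material: SV40-immortalized XiGFP fibroblast cells, line 68-5-11 | Buffer or medium: DMEM containing 5-aza-dC | Dosing: One concentration, pinned | Times: 3 d treatment, 15 min room-temperature fixation | Controls: Ellipticine 6 µM positive control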
RAD54 branch: blocks human RAD54 Holliday junction branch migration; Q92698; FAM/BHQ fluorescence; inhibition, % at 10.4 µM; 0.14% of 360,000 active;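 active = mean normalized replicate activity at least 40 and at least half of replicates scoring 40 or more; inconclusive = only one of the two criteria met; inactive = mean below 40 and under half of replicates reaching 40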;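 also: 0% = median of neutral control wells and 100% = median of positive control wells; inhibitors cause a drop in the FAM fluorescence signal; in these data hits start at about 50%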
RAD52 anneal inh: blocks human RAD52 DNA annealing | P43351 | recombinant RAD52 DNA annealing, FRET fluorescence | inhibition, % at 18.7 µM | 0.46% of 360,000 active;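 active = every replicate showing at least 50% inhibition; inconclusive = mean inhibition at least 50% but not in every replicate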
Target sequence (P43351 whole entry, looked up): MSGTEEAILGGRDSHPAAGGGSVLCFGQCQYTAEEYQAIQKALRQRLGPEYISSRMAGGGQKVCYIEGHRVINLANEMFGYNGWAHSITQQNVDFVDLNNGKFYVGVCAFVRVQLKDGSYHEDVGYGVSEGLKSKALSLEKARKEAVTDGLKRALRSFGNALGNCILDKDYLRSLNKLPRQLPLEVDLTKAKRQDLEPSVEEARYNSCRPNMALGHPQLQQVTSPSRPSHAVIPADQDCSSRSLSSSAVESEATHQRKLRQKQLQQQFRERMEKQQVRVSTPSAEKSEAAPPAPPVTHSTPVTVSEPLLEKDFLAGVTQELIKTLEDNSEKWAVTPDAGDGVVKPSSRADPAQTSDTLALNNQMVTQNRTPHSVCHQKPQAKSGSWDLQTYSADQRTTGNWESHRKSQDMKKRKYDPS
esBAF inh: SWI/SNF esBAF complex inhibition; mouse ES cells, Bmi1-luciferase knock-in reporter, 24 h; 100% = twice the neutral-well signal; reporter increase, % at 12.5 µM; 2% of 350,000 active; in the data active = activation above about 40%; inconclusive = no clear call, values can overlap the other calls;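 also: 0% = median of the plate's neutral control wells and 100% = double that signal; a rise in the Bmi1 reporter signal indicates esBAF inhibition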
F508del corr: correctors of CFTR F508del function in bronchial epithelial cells. 0.36% of 350,000 active. CFBE cells, YFP halide quenching; stimulated with forskolin plus potentiator P3; % fluorescence drop versus neutral controls. activity (quench increase), % at 7.58 µM;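 active = mean added fluorescence quench of at least 8% versus neutral control, with both replicates also reaching 8%; inconclusive = only one of the mean or replicate conditions met; inactive = mean below 8% and not both replicates reaching 8%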;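 also: cells transiently co-express mutant CFTR-F508del with the halide-sensitive YFP; corrector assay measuring rescue of mutant channel to the surface after 24 h compound exposure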
INS-1E GSIS act: primary screen for activators of insulin secretion dependent on glucose, INS-1E cells, GLuc reporter luminescence; INS-1E GLuc reporter insulin secretion, 2-3 h; activation, % at 16.6 µM; 0.61% of 370,000 active; AID 743287;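 active = lowest replicate activation of at least 40%, so every replicate reaches that level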;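 also: 0% = median of neutral control wells and 100% = median of IBMX positive control wells; some compounds called inactive have numbers as strong as hits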
An asterisk follows results filed as active; ? = inconclusive; / = no result given.

SMILES	ERAP1 inh	ARNT-TACC3 inh	Xi reactivation	RAD54 branch	RAD52 anneal inh	esBAF inh	F508del corr	INS-1E GSIS act
COc1ccc(NC(=O)N(C)C[C@@H]2OCCCC[C@H](C)Oc3ccc(NS(=O)(=O)c4cn(C)cn4)cc3C(=O)N([C@H](C)CO)C[C@@H]2C)cc1	0.7	11.5	0.1	-2.5	8.4	-0.3	-1.0	11.2
O=C(NC1CCCCCC1)c1ccc(CS(=O)Cc2cccc(Cl)c2)o1 (configuration not stated)	-2.8	-2.0	0.1	-5.1	-8.8	7.2	2.0	-16.9
Oc1ccc2ccccc2c1/C=N/c1nc2c(s1)CCCC2	/	15.1	/	-5.9	/	-3.6	/	-16.6
COc1ccc(/C=C/C(=O)O)cc1S(=O)(=O)N1CCc2ccccc21	-2.1	2.2	0.0	-8.3	-18.1	8.6	-0.1	-2.8
O=C1C[C@H](NC(=O)OCc2ccccc2)CO1	-0.1	-13.5	-0.1	-2.8	-8.4	8.8	-3.4	9.0
Cc1ccc(C)c(OCCn2nnc3ccccc32)c1	1.0	0.4	0.0	-1.7	-3.0	18.0	-1.4	-21.9
C[C@H]1CN([C@@H](C)CO)S(=O)(=O)c2ccc(C#CC3CCCC3)cc2O[C@@H]1CN(C)C	-2.2	9.4	0.5	-2.0	-0.6	2.4	2.5	13.9
C[C@@H]1CCCCO[C@H](CN(C)S(=O)(=O)c2ccc(F)cc2)[C@@H](C)CN([C@H](C)CO)C(=O)c2cc(NC(=O)C3CCCCC3)ccc2O1	1.6	-5.5	0.3	3.7	11.6	0.7	0.2	-1.3
COc1cccc(CNC(=O)[C@H]2CCCN2C(=O)[C@H]2CCCN2C(=O)c2ccc(F)c(F)c2)c1	3.8	/	0.0	/	-10.0	/	-0.8	5.3
Cc1cc(C(=O)CN2C(=O)C(=O)N(Cc3ccccc3)C2=O)c(C)n1Cc1ccc(F)cc1	-3.2	/	-0.1	/	-13.9	-6.2	-2.3	-5.0
O=C(/C=C/c1cc([N+](=O)[O-])ccc1OC(F)F)Nc1ccc(OC(F)F)cc1	-0.3	-12.7	0.0	/	-6.7	/	0.2	-0.8
O=C(COC(=O)/C=C/c1ccccc1Cl)NC1CC1	-1.5	/	-0.1	-0.8	-4.3	-2.1	1.8	-9.1
Cc1noc(C)c1NC(=O)N(C)C[C@@H]1OCCCC[C@@H](C)Oc2ccc(NC(=O)CCC(F)(F)F)cc2C(=O)N([C@@H](C)CO)C[C@H]1C	1.3	-9.0	-0.6	-7.8	-12.5	2.4	0.5	6.6
COCCNC(=O)CSc1c2c(nc3ccc(Cl)cc13)CCCC2	0.2	/	0.0	/	-13.0	/	/	5.6
Cc1cccc(N2CCN(C(=O)CC(NC(=O)c3ccccc3Cl)c3ccccc3)CC2)c1C (configuration not stated)	-2.5	/	0.0	1.6	6.1	-4.5	-5.4	-9.6
COc1ccc(/C=C/C(=O)N2CCN(c3ccccn3)CC2)cc1OC	3.9	-0.6	0.0	-1.9	-4.6	4.0	1.0	-4.2
C/C=C/c1ccc2c(c1)O[C@@H](CN(C)C(=O)c1cccnc1)[C@H](C)CN([C@H](C)CO)S2(=O)=O	2.0	3.7	-0.6	5.4	-11.7	2.6	0.5	11.8
FC(F)(F)c1cc(Cl)c2nc(-c3cccc(Cl)c3)c(Cc3cccc(Cl)c3)n2c1	/	/	0.3	/	-21.1	/	0.1	7.7
O=C(CSc1nnc(-c2ccncc2)n1Cc1ccco1)OC1CCCCC1	-3.2	-3.4	/	-3.9	-20.3	5.5	-0.8	-32.5
COc1ccc2c3c([nH]c2c1)[C@@H](CO)N(C(C)=O)CC31CCN(C(=O)Nc2c(C)noc2C)CC1	-0.8	/	-0.1	/	8.9	/	1.4	6.8
CN1CCN(C(=S)c2cn(Cc3ccc(Br)cc3)c3ccccc23)CC1	2.7	2.0	0.0	/	-3.6	/	0.8	-39.2
COC(=O)[C@]12CCCCC=C1N(CCC1=CCCCC1)C(=O)[C@H](CC(=O)N1CCOCC1)C2	-3.2	/	0.3	/	8.6	/	-0.6	12.3
COc1ccc(CCNC(=O)CCS(=O)(=O)c2ccc3c(c2)NC(=O)C(C)S3)cc1OC (configuration not stated)	-2.2	5.1	0.0	-6.1	-11.9	-0.9	1.0	6.4
O=C(COC(=O)CN1C(=O)NC2(CCCC2)C1=O)Nc1c(Cl)cccc1C(F)(F)F	-1.7	-1.7	0.0	0.6	-7.8	2.9	-0.7	1.7

Random excerpt: 2 records from the list
SMILES	ERAP1 inh	ARNT-TACC3 inh	Xi reactivation	RAD54 branch	RAD52 anneal inh	esBAF inh	F508del corr	INS-1E GSIS act
COc1ccc(/C=C/C(=O)N2CCN(c3ccccn3)CC2)cc1OC	3.9	-0.6	0.0	-1.9	-4.6	4.0	1.0	-4.2
CN1CCN(C(=S)c2cn(Cc3ccc(Br)cc3)c3ccccc23)CC1	2.7	2.0	0.0	/	-3.6	/	0.8	-39.2

(list continues)
SMILES	ERAP1 inh	ARNT-TACC3 inh	Xi reactivation	RAD54 branch	RAD52 anneal inh	esBAF inh	F508del corr	INS-1E GSIS act
COc1ccc(S(=O)(=O)N(C)C[C@@H]2Oc3cc(-c4ccccc4OC)ccc3S(=O)(=O)N([C@H](C)CO)C[C@@H]2C)cc1	3.4	15.5	-0.4	9.5	7.8	-2.1	3.7	-3.9
Cc1cc(CNC(=O)COC(=O)Cn2[nH]c(=O)c3ccccc3c2=O)cc(C)c1O	1.3	-13.8	0.0	3.7	-10.0	7.2	-4.7	20.9
CC1Cc2ccccc2N1C(=O)CN1CCN(Cc2ccccc2)CC1 (configuration not stated)	0.9	-20.4	-0.1	11.4	11.4	-5.5	-0.5	17.6
NC(=O)C1(N2CCCCC2)CCN(c2ccc3nnc(-c4ccccc4)n3n2)CC1	3.9	/	0.1	4.2	-15.8	7.2	-1.4	45.0
CCOC(=O)c1ccccc1NC(=O)COc1coc(CN2CCc3ccccc32)cc1=O	1.4	12.9	0.1	5.2	-12.8	/	4.9	-3.1
COc1ccc(CNC(=O)COC(=O)/C=C/c2cccc(Br)c2)cc1OC	0.3	-2.5	0.0	-14.3	-5.1	-9.1	-0.5	-2.3
Cc1ccc(-n2c(CNc3cccc(Cl)c3)n[nH]c2=S)cc1	-0.2	-13.6	0.1	/	-8.6	/	4.6	-8.0
Cc1ccc(N=C2SC(C(=O)NCCc3ccccc3)CC(=O)N2C)cc1C (configuration not stated)	-1.5	-5.6	-0.1	/	-6.5	/	2.5	-13.8
COc1cccc(C(=O)Nc2ccc3c(c2)OC[C@H](C)NC[C@H](C)[C@H](OC)CN(C)C3=O)c1	0.6	0.3	-0.1	-1.1	-16.3	3.3	-1.8	9.8
CN(CC(=O)Nc1ccc(F)cc1)C(=O)c1ccc(-c2ccc(F)cc2)o1	5.6	/	-0.2	-11.0	-9.8	0.2	-2.5	-10.7
O=C(CSc1nnc(-c2ccccc2Cl)o1)Nc1ccccn1	1.8	-15.2	-0.1	2.7	-10.5	-35.2	-3.3	8.9
CC(C(=O)NNS(=O)(=O)c1cccc(C(F)(F)F)c1)n1nnc(N2CCOCC2)n1 (configuration not stated)	-5.4	-3.4	0.2	/	-14.5	10.7	/	1.3
Cc1cc2ccccn2c1C(=O)c1nc(N2CCOCC2)ncc1Cl	/	16.9	/	10.0	/	0.6	/	7.5
Cc1ccc(NC(=O)CN2C(=O)COc3ccc(S(=O)(=O)N4CCOCC4)cc32)cc1N(C)C	2.4	-0.2	0.7	-0.9	-3.9	1.8	-2.5	14.5
CCOc1cc(/C=C2/SC(=S)N(Cc3ccccc3)C2=O)ccc1O	3.2	8.1	0.2	-15.0	-127.4	1.5	?	-0.6
CC(=O)c1ccc(NC(=O)CSc2nnc3ccc(-c4ccccn4)nn23)cc1	-0.7	-2.3	0.0	2.7	-1.1	7.1	-7.4	-3.7
CC(=O)NC1=NC(=O)CS1	/	3.3	/	-2.4	/	-2.8	/	15.6
O=C(O)CCCCCNC(=O)c1ccc(C(=O)NCCCCCC(=O)O)cc1	-2.7	-4.9	0.2	-10.0	4.3	-7.4	0.8	-11.7
CCCN(CCC)C(=O)c1oc2ccccc2c1NC(=O)Cc1cccc(OC)c1	0.2	1.4	0.0	-0.6	3.2	-1.4	4.1	/
CCOC(=O)c1c[nH]c(=S)n1C	3.0	-2.8	0.3	/	-3.2	/	0.1	/
CC(=O)Nc1cccc(-c2csc(C(C)(O)c3ccc(F)c(F)c3)n2)c1 (configuration not stated)	1.8	/	0.0	-20.5	-12.6	6.6	-0.3	/
Cc1c(/C=C(\C#N)c2nn(-c3ccccc3)c(N)c2C#N)c2ccccc2n1Cc1ccc(F)cc1	/	-5.1	/	6.6	/	0.7	/	1.6
COc1ccc(NC(=O)Nc2ccc3c(c2)OC[C@H](C)NC[C@@H](C)[C@@H](OC)CN(C)C3=O)cc1	2.5	7.1	0.2	8.2	-6.8	-3.3	/	-5.7
C[C@@H]1CN([C@@H](C)CO)C(=O)c2cc(C#Cc3ccccc3)cnc2O[C@@H]1CN(C)S(=O)(=O)c1ccccc1F	7.9	/	-0.3	-2.7	4.4	-1.3	4.0	-12.9
C=CCOc1ccc(C(=O)c2ccccc2)c(OCC(=O)NC2(C#N)CCCC2)c1	-4.3	1.3	0.2	-2.2	-1.1	2.6	3.3	-17.4
O=C1c2oc3ccccc3c(=O)c2C(c2cccnc2)N1CCCN1CCOCC1 (configuration not stated)	2.0	2.1	/	4.4	-11.0	-6.1	/	-5.3
CCOc1ccc(NC(=S)NNC(=O)CC(C)O)cc1 (configuration not stated)	-1.7	-2.8	-0.2	/	-5.2	/	-1.9	22.3
C[C@@H]1CN([C@@H](C)CO)S(=O)(=O)c2ccc(C3=CCCCC3)cc2O[C@H]1CN(C)C(=O)Cc1cccnc1	-2.5	0.6	-0.3	-7.4	6.2	7.0	-1.7	-12.5
CCN(CC)c1cc(Cl)c2nonc2c1N	-0.4	19.0	0.0	-7.9	-12.9	-1.8	-0.5	2.0
Cc1ccc(-c2ccc3c(c2)O[C@@H](CN(C)Cc2ccncc2)[C@@H](C)CN([C@@H](C)CO)S3(=O)=O)cc1	-3.7	/	?	5.1	17.5	-1.5	0.5	26.8
CCOc1ccc(NC(=O)NC(C)c2ccc3c(c2)OCO3)cc1 (configuration not stated)	-3.2	1.1	0.3	-2.5	-11.7	/	-1.9	11.4
CC1CC(=O)Nc2ccccc2N1C(=O)CN1CCN(C=O)CC1 (configuration not stated)	3.4	-8.4	0.5	/	-8.4	/	/	25.4
COc1cc(C=NC2CCCCC2)ccc1O	-1.2	/	-0.1	-19.2	-11.3	-6.8	0.7	/
Cc1cccc(Oc2ccc(NC(=O)C3=CC=CN4CCS(=O)(=O)N=C34)cc2)c1	-4.1	-2.8	0.4	1.9	0.6	-1.1	-1.2	/
O=C(C[C@H]1C[C@H]2c3cc(NC(=O)CC4CC4)ccc3O[C@H]2[C@H](CO)O1)NCc1ccccc1	1.4	-2.7	0.5	-9.8	-9.9	-0.3	0.2	2.5
CN1c2ccc(C#Cc3cccnc3)cc2[C@H]2[C@H](CCN2S(=O)(=O)c2ccc(F)cc2)[C@H]1CO	2.6	-4.8	0.1	-8.8	-41.1	2.8	-0.2	0.3
COc1ccc(C(=O)Nc2ccc(Oc3nc(C)nc4sc(-c5ccccc5)cc34)cc2)cc1OC	/	-8.6	0.1	-2.7	/	26.5	/	-2.0

Bioassay records (PubChem BioAssay)
